GPR55 activation – GPR55 agonists via beta-arrestin recruitment, primary screen, imaging, U2OS cells, beta-arrestin-GFP redistribution (AID 1961) | G-protein coupled receptor 55 (Homo sapiens) | 290,000 tested, 0.048% active | U2OS GPR55 beta-arrestin-GFP redistribution imaging; higher % means a stronger effect | one-dose activation, % at 10 µM; EC50 in µM for titrated hits;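 active = activation above 40% with more than 50 cells counted in the well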;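 also: U2OS osteosarcoma cells stably expressing GPR55 and beta-arrestin-GFP; plate controls were DMSO negative control for no effect and LPI positive control for full effect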
M17LAP inhibition – P. falciparum M17LAP inhibitors, primary screen, biochemical, fluorogenic H-Leu-NHMec substrate, 1536-well (AID 1619) | Leucine aminopeptidase (Plasmodium falciparum (isolate 3D7)) | recombinant M17LAP, H-Leu-NHMec fluorogenic kinetic assay; higher % means a stronger effect | 220,000 tested, 0.38% active | inhibition, % at 30 µM; hits with a dose series show IC50 in µM;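 active = compound inhibiting the enzyme by more than half at any dose during confirmatory dose-response retesting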;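 also: plate controls were full reaction with DMSO carrier for no effect and no enzyme background for full effect; strong numbers were not always called active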
KOR beta-arrestin-1 – KOR antagonists, beta-arrestin recruitment, cell-based, luminescence, uHTS (AID 1778) | KOR beta-arrestin recruitment, luminescence, antagonist mode; higher % means a stronger effect | inhibition, % at 10 µM, or IC50 in µM where a hit was titrated | 290,000 tested, 0.091% active | Kappa-type opioid receptor (Homo sapiens); also: strong numbers were not always called active
P. falciparum M1AAP – P. falciparum M1AAP inhibitors, biochemical, fluorogenic H-Leu-NHMec substrate, 1536-well (AID 1445) | inhibition, % at 30 µM; hits with a dose series show IC50 in µM | 220,000 tested, 0.42% active | recombinant M1AAP, H-Leu-NHMec fluorogenic kinetic assay; higher % means a stronger effect | Aminopeptidase N (Plasmodium falciparum (isolate 3D7));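 active = primary inhibition above the hit cutoff, then over 50% inhibition at one or more dose response concentrations, cut at about 23% in these data, passing the limit was not always enough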;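 also: plate controls were DMSO full reaction for no effect and no enzyme background for full effect; strong numbers were not always called active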
HEK293 NOD2/NF-kB – NOD2 signaling inhibitors, cell-based, luminescence, uHTS, HEK293 (AID 1566). HEK293 NOD2/NF-kB luciferase reporter, luminescence; higher % means a stronger effect. one-dose inhibition, % at 4 µM; EC50 in µM for titrated hits. 290,000 tested, 0.63% active; also: many of its hits are not listed in these tables
KOR beta-arrestin-2 – KOR agonists, beta-arrestin recruitment, primary screen, cell-based, luminescence, uHTS (AID 1777); KOR beta-arrestin recruitment, luminescence; higher % means a stronger effect; one-dose activation, % at 10 µM; EC50 in µM for titrated hits; Kappa-type opioid receptor (Homo sapiens); 280,000 tested, 0.02% active; in the data active = activation above about 50%, passing the limit was not always enough; also: a part of the inactive calls stands beside numbers as strong as those of hits
Dynein cargo inh – inhibitors of GR-EGFP nuclear translocation, primary screen, dynein cargo transport inhibitor project, imaging, high-content, 3617.4 mouse cells; z-score, hits read low; 220,000 tested, 0.47% active; AID 1381, 2008; test concentration mostly 20 µM; stimulated with dexamethasone, 1 µM; active compounds read low;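 active = plate z-score of nuclear minus cytoplasmic receptor signal below a set negative limit, without overly bright fluorescence or cell loss, cut at about -3.5 in these data, passing the limit was not always enough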;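 also: z-score of nuclear minus cytoplasmic ring GR-EGFP intensity difference per well; some compounds called inactive have numbers as strong as hits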
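Medium: Induction medium lacking tetracycline, stripped serum | Probe or stimulus: 1.0 µM final dexamethasone stimulus | Schedule: 48 h induction, then 1 h compound, then 30 min agonist, 37 °C | Signal: Automated 10x imaging of fixed Hoechst-stained cells | Evaluation: Per-cell GR-EGFP intensity, nucleus versus surrounding cytoplasmic ring, well-averaged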
AID2073 – inhibitors of Mint1-CaV2.2 protein interaction, biochemical, HTRF (AID 2073); Voltage-dependent N-type calcium channel subunit alpha-1B (Homo sapiens); HTRF protein-protein interaction, Mint1-CaV2.2; higher % means a stronger effect; inhibition, % at 20 µM; hits with a dose series show IC50 in µM; 290,000 tested, 0.19% active; in the data active = inhibition mostly above about 51%, no sharp cut-off; also: some results filed as inactive read as strong as hits
NOD1 inhibition – NOD1 signaling inhibitors, primary screen, cell-based, luminescence, uHTS (AID 1578); NOD1-driven NF-kB luciferase reporter cells, luminescence; higher % means a stronger effect; inhibition, % at 4 µM; hits with a dose series show EC50 in µM; 290,000 tested, 1% active; in the data active = inhibition mostly above about 36%, no sharp cut-off; inactive = mostly below about 34%;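 also: HEK-293T reporter cells stimulated with the NOD1 agonist gamma-tri-DAP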
Dynein cargo inh cytoplasmic EGFP – also measured in Dynein cargo inh; calls as there; z-score; measured here: cytoplasmic GR-EGFP intensity; active compounds read high
Dynein cargo inh nuclear GR-EGFP – recorded beside Dynein cargo inh, whose call it bears; z-score; measured here: nuclear GR-EGFP intensity;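 lower value marks the stronger effect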
Dynein cargo inh cell count – recorded beside Dynein cargo inh, whose call it bears; z-score; measured here: cell count per field
An asterisk follows results filed as active; . = no result given; [ ] = remark or other dose. Rule as the data show it, unless noted: active = inhibition above about 50%; inactive = the rest. Only part of the results is shown (hit frequency here may not be typical).

SMILES	GPR55 activation	M17LAP inhibition	KOR beta-arrestin-1	P. falciparum M1AAP	HEK293 NOD2/NF-kB	KOR beta-arrestin-2	Dynein cargo inh	Dynein cargo inh cytoplasmic EGFP	Dynein cargo inh nuclear GR-EGFP	Dynein cargo inh cell count	AID2073	NOD1 inhibition
CC(=O)Nc1cccc(NC(=O)CSc2ccc(C(F)(F)F)cc2[N+](=O)[O-])c1	0.0%	7%	22%	2%	-1%	-2.0%	-0.063	-0.23	-0.43	0.35	-13%	-6%
N#CC1=C(N)Oc2cc(N)ccc2C1c1ccsc1 (stereo not drawn)	-0.1%	-10%	6%	0%	9%	-4.3%	-0.12	-0.16	0.06	-0.028	5%	0%
Cc1ccc(C)c(N2C(=O)CC(Cc3ccc(Cl)cc3)C2=O)c1 (stereo not drawn)	0.3%	.	-14%	.	-5%	-1.6%	.	.	.	.	3%	-25%
Cc1ccc2nc(-c3ccc(NS(=O)(=O)c4ccc(F)c(F)c4)cc3)sc2c1	0.5%	-15%	-14%	4%	-82%	-1.0%	0.39	0.00073	-0.05	-0.39	6%	-44%
COc1cc(C(=O)OCCCOC(=O)c2cc(OC)c(OC)c(OC)c2)cc(OC)c1OC	-0.1%	.	-10%	.	-8%	7.9%	.	.	.	.	-3%	-6%
CC(C)[C@H](NC(=O)c1ccco1)C(=O)OCC(=O)N1CC(=O)Nc2ccccc21	-0.2%	-1%	22%	1%	7%	-3.3%	1.9	-0.3	0.6	-1.6	-6%	-14%
O=S1(=O)CCN(Cc2ccccc2Cl)CC1	-0.1%	2%	-25%	1%	10%	2.6%	1	-0.17	0.75	-0.3	1%	20%
CCOC(=O)c1sc2ccccc2c1OC(=O)c1ccccc1	0.0%	2%	-26%	8%	28%	-2.9%	-0.65	-0.14	-0.11	0.22	6%	38%
COc1ccc(C(=O)Nc2ccc(OC)c(OC)c2)cc1	-0.1%	14%	5%	-3%	-32%	-3.0%	-0.89	-0.22	-0.39	0.32	-5%	-26%
Cc1nc(-c2ccccc2)cs1	-0.1%	5%	-1%	-2%	13%	-2.6%	0.23	-0.16	-0.12	0.26	3%	24%
Cc1nc(Nc2ccc(S(=O)(=O)N3CCCCC3C)cc2)c2nnn(Cc3ccccc3)c2n1 (stereo not drawn)	-0.5%	9%	4%	1%	-4%	-2.0%	-0.58	-0.29	-0.54	0.89	29%	55%
CCOC(=O)C1(Cc2cccc(Cl)c2)CCCN(C(=O)c2ccc(C)nc2)C1 (stereo not drawn)	0.1%	4%	-11%	-2%	6%	-1.7%	0.0015	-0.23	0.064	0.23	-4%	-18%
CCOc1ccc(C(=O)NC(C)C2COc3ccccc3O2)cc1 (stereo not drawn)	0.3%	.	-22%[20 µM]	.	-28%	.	0.55	-0.15	0.83	-0.97	2%	-41%
Cc1[nH]n(-c2ccccc2)c(=O)c1C(C[N+](=O)[O-])c1ccc(Cl)cc1 (stereo not drawn)	0.0%	20%	27%	4%	0%	2.3%	-2.3	0.44	-1.3	-0.26	-6%	-30%
CCCCCC(=O)NCc1c(C(F)(F)F)nn(C)c1N1CCOCC1	-0.2%	-3%	10%	-3%	20%	2.6%	-0.15	-0.3	0.074	0.24	6%	-30%

Shown with two lines to a compound: entries from further up.
Each structure is followed by: GPR55 activation | M17LAP inhibition | KOR beta-arrestin-1 | P. falciparum M1AAP | HEK293 NOD2/NF-kB | KOR beta-arrestin-2 | Dynein cargo inh | Dynein cargo inh cytoplasmic EGFP | Dynein cargo inh nuclear GR-EGFP | Dynein cargo inh cell count | AID2073 | NOD1 inhibition
- Cc1ccc2nc(-c3ccc(NS(=O)(=O)c4ccc(F)c(F)c4)cc3)sc2c1
 : 0.5% | -15% | -14% | 4% | -82% | -1.0% | 0.39 | 0.00073 | -0.05 | -0.39 | 6% | -44%
- COc1cc(C(=O)OCCCOC(=O)c2cc(OC)c(OC)c(OC)c2)cc(OC)c1OC
 : -0.1% | . | -10% | . | -8% | 7.9% | . | . | . | . | -3% | -6%

(continued)
SMILES	GPR55 activation	M17LAP inhibition	KOR beta-arrestin-1	P. falciparum M1AAP	HEK293 NOD2/NF-kB	KOR beta-arrestin-2	Dynein cargo inh	Dynein cargo inh cytoplasmic EGFP	Dynein cargo inh nuclear GR-EGFP	Dynein cargo inh cell count	AID2073	NOD1 inhibition
N#Cc1ccc2ccn(CC(=O)N3CCCc4ccccc43)c2c1	0.0%	4%	8%	1%	11%	-0.4%	0.62	-0.041	0.63	-0.18	6%	10%
COc1ccc(C2C(C(C)=O)=C(O)C(=O)N2c2ccc(Br)cn2)cc1 (stereo not drawn)	-0.1%	17%	12%	5%	-49%	21%	-2	-0.18	-0.17	1.2	-1%	-2%
Cn1c(=O)c2ncn(CC(=O)Nc3ccc(N4CCOCC4)cc3)c2n(C)c1=O	0.0%	-3%	.	-2%	-18%	.	0.0035	-0.24	0.39	0.65	-20%	14%
CN1CCN(S(=O)(=O)c2ccc(-c3ccc(S(=O)(=O)N4CCN(C)CC4)cc3)cc2)CC1	-0.2%	.	20%	.	16%	-4.8%	.	.	.	.	-1%	34%
CCOC(=O)C1CCN(C(=O)Cn2cnc3sc(C)c(S(=O)(=O)N4CCOCC4)c3c2=O)CC1	0.2%	.	-5%	.	10%	-1.9%	.	.	.	.	30%	-3%
CC1(C)Cc2cccc(Oc3cc(NN4CCCCC4)c([N+](=O)[O-])cc3[N+](=O)[O-])c2O1	-0.3%	.	-31%[20 µM]	.	1%	-5.7%	.	.	.	.	7%	36%
O=C(Nc1ccc(C2=NCCN2)cc1)c1ccc(C(=O)Nc2ccc(C3=NCCN3)cc2)c([N+](=O)[O-])c1	-0.1%	3%	-10%	0%	24%	5.9%	-0.25	-0.019	-0.0036	-0.0057	31%	13%
CC(OC(=O)C1CC(=O)N(Cc2ccccc2)C1)C(=O)Nc1cccc(C#N)c1 (stereo not drawn)	0.3%	.	13%	.	15%	-11%	.	.	.	.	26%	8%
O=C(CSC1=NCCN1)NC12CC3CC(CC(C3)C1)C2	0.7%	-1%	12%	0%	13%	-2.0%	-0.71	-0.23	-0.3	-0.35	13%	18%
COc1ccccc1NS(=O)(=O)c1cccc(C(=O)N(C)Cc2cccs2)c1	-0.1%	.	22%	.	3%	-3.7%	.	.	.	.	-2%	-20%
CC(=O)NCCNC(=O)c1ccc2c(c1)S(=O)(=O)c1ccccc1C2=O	.	.	-14%	.	-8%	-2.0%	.	.	.	.	-4%	-2%
CC1(c2ccc3noc(-c4cccc(F)c4)c3c2)OCCO1	0.1%	-4%	-30%	6%	-14%	7.8%	0.37	-0.35	0.34	0.28	9%	24%
O=C(COc1ccccc1Br)NC1CC1	0.3%	.	9%	.	0%	-2.1%	.	.	.	.	4%	-31%
CCCCC(OC(=O)c1ccco1)C(=O)NCc1ccc(C)cc1 (stereo not drawn)	0.3%	.	-47%	.	-15%	5.0%	.	.	.	.	0%	-31%
CCOCCn1c(=NC(=O)c2cc3ccccc3oc2=O)sc2cc(S(N)(=O)=O)ccc21	-0.2%	4%	-27%	14%	1%	0.3%	-2.5	2.4	-1.3	-3.9	16%	-16%
COc1ccc(/C=N\Nc2ncc(F)c(N3CCOCC3)n2)cc1OC	-0.1%	30%	5%	11%	4%	7.4%	-0.93	-0.26	-0.41	0.6	7%	-3%
COc1ccccc1COC(=O)Nc1c(C)nn(C)c1Cl	-0.1%	6%	-13%	-9%	9%	4.4%	-1	-0.21	-0.49	1	-2%	11%
CCOC(=O)N1CCN(CC(O)COC2CC(C)CC(C)(C)C2)CC1 (stereo not drawn)	0.0%	-6%	-32%	-11%	5%	4.5%	0.031	-0.21	-0.0052	0.32	-6%	-15%
O=C(N/N=C/c1ccc(O)c([N+](=O)[O-])c1)C1CC1(c1ccccc1)c1ccccc1 (stereo not drawn)	-0.1%	18%	-8%	20%	-2%	-3.2%	-1	-0.31	-0.7	1	6%	-60%
CC(C(=O)N/N=C/c1ccc(N(C)C)c(Br)c1)N(c1ccccc1)S(C)(=O)=O (stereo not drawn)	0.5%	36%	11%	11%	10%	0.8%	0.12	-0.25	0.2	0.21	0%	-18%
O=C(c1ccccc1)N1CCC(CC2CC(c3ccc(Cl)cc3)=NO2)(C(=O)NCC2CCCCC2)CC1 (stereo not drawn)	-0.1%	.	-5%[20 µM]	.	7%	-5.8%	.	.	.	.	2%	10%
O=C(Nc1ccc(-c2nc3ccccc3[nH]2)cc1)c1ccco1	1.0%	3%	3%	11%	-101%	-2.6%	-0.59	0.014	0.54	-0.19	-1%	-46%
COc1ccc(-n2ncc3c(NCc4cccnc4)ncnc32)cc1	-0.1%	.	0%	.	-65%	0.5%	.	.	.	.	35%	-2%
CC(C)Cn1c(-c2cccnc2)nc2c1c(=O)[nH]c(=O)n2CC(C)C	0.3%	.	-1%	.	5%	-1.3%	.	.	.	.	14%	-1%
O=C(COC(=O)c1ccc(S(=O)(=O)N2CCOCC2)cc1)NCc1cccs1	0.5%	-8%	17%	-1%	9%	-3.6%	-0.77	-0.093	-0.29	0.33	0%	4%
CC1(C)CC(=O)C2=C(C1)N(Cc1ccco1)C(=O)C2(O)C(F)(F)F (stereo not drawn)	0.0%	8%	9%	-2%	3%	-2.1%	0.52	-0.21	-0.38	-1.8	4%	-10%
O=C(NCCc1c[nH]c2ccccc12)C(=O)NCC1OCCN1S(=O)(=O)c1cc(F)ccc1F (stereo not drawn)	-0.1%	5%	7%	2%	8%	3.4%	-0.93	-0.26	0.16	0.74	4%	-8%
O=c1cc[nH]c2cc(Cl)ccc12	-0.3%	15%	17%	-3%	6%	-1.8%	0.65	-0.21	0.62	0.23	15%	-34%
CC(=O)c1ccc(OCc2ncc(C(F)(F)F)cc2Cl)cc1	1.4%	6%	10%	1%	21%	1.0%	-0.44	-0.28	-0.35	0.56	1%	6%
CC1=C(OC(=O)c2ccccc2)C(C)(C)C(c2ccc(Br)cc2)OC1=O (stereo not drawn)	-0.1%	-1%	3%	5%	9%	-3.7%	-0.018	0.65	-0.043	0.4	-2%	-2%
COc1ccc(C(C2C(=O)CC(C)(C)CC2=O)C2C(=O)CC(C)(C)CC2=O)cc1CO	-0.2%	.	-29%	.	-20%	8.9%	.	.	.	.	31%	-8%
